# From PubChem
# Menin MLL FP TR = inhibitors of human menin-MLL interaction, mutant MLL peptide; O00255; Menin + Texas Red MLL mutant peptide, fluorescence polarization; Potency, µM (top dose mostly 61.6 µM), for inactives: top-dose FP activity change, negative = inhibition, hits mostly inhibitors; 270,000 tested, 0.23% active; active = well fitted inhibition curve with a large enough effect in the polarisation, with a control signal flat, not every such curve was filed as active; inconclusive = small, poorly fitted or top-dose-only effect, or effect the other way, or a change in a side signal; inactive = no such curve, though single readings can be large or run the other way; the % refers to the polarisation; note: potency is the fitted concentration of half-maximal effect; % of control where 0% means no effect; many of its hits are not listed in these tables
# TCR activator = activates T cell receptor signaling. primary human leukocytes, anti-CD3, IL-2 HTRF, 48 h. Potency, µM (highest dose often 9.22 µM), without a hit: at the top dose activation of IL-2 secretion, hits mostly activators. 330,000 tested, under 10 active. AID 504894; note: % of control where 0% means no effect
#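 Compounds are tested in HTS on primary human leukocytes co-incubated with a-CD3 beads for 48 hr. IL-2 output is measured by time-resolved FRET.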
# Integrin act MD = integrin-mediated muscular dystrophy alleviation activation. Potency, µM (doses to about 38.3 µM), for inactives: top-dose activation, actives largely listed as activators. alpha7betagal myoblasts, beta-gal FDG fluorescence, 48 h. AID 624291. 350,000 tested, 0.064% active;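 note: potency is the fitted concentration of half-maximal effect; 100% = response of the positive control SU9516; nearly all actives have a fitted effect of over 60% in size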
#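 Alpha7betagal+/- myoblasts (passage 13) were plated 16-24 hr, then exposed to compounds (1:260 dilution of DMSO stock) for 48 hours at 37C. After MPER lysis, β-galactosidase reporter activity was read as FDG fluorescence (ex 480/em 540) after 30 minutes.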
# TSHR antag = antagonists of human thyroid stimulating hormone receptor | 330,000 tested, 0.2% active | P16473 | activity change, negative = inhibition, % at 11.5 µM | TSHR-expressing cells, TSH-stimulated cAMP HTRF, 2 h; hits give low values;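 active = activity change below a set negative limit, meaning inhibition stronger than a set level, cut at about -70% in these data; inconclusive = activity change between two set negative limits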; note: % is set by controls: 0 for no effect and ±100 for the full control effect
#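 Inhibition of cAMP made by TSHR-expressing cells under TSH stimulation (4nM final, EC80; 2 h, 37 deg C) is quantified with a one-step lysis HTRF kit, anti-cAMP cryptate versus cAMP-d2.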
# Mito fusion act = blocks mitochondrial division or promotes mitochondrial fusion; Potency, µM (top dose mostly 46.1 µM), for the others: at the top dose growth rescue (activation), actives largely listed as activators; S. cerevisiae fusion-defective mutant growth rescue, CellTiterGlo 48 h; 320,000 tested, 0.23% active; AID 485298;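 note: potency is the fitted concentration of half-maximal effect; % of control where 0% means no effect; nearly all actives have a fitted effect of over 45% in size; temperature-sensitive fusion mutants such as fzo1-1 at 37 °C on non-fermentable ethanol glycerol medium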
#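 Read-out: ATP-based luminescence (CellTiterGlo, 10 min ambient) reporting growth of fusion-defective ts yeast after 48 hours at 37C on glycerol/ethanol YPEG medium in the presence of compound.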
# MBNL1-CUG inh = blocks human MBNL1 binding to CUG repeat RNA | Q9NR56 | TR-FRET MBNL1-His/biotin-(CUG)12 binding, 665/545 ratio | Potency, µM (highest dose often 57.5 µM), without a hit: at the top dose activity change, negative = inhibition, most hits filed as inhibitors | 280,000 tested, 0.036% active; active = well fitted inhibition curve with a large enough effect in the signal ratio, with a control signal flat, not every such curve was filed as active; inconclusive = small, poorly fitted or top-dose-only effect, or effect the other way, or a change in a side signal; inactive = no such curve, though single readings can be large or run the other way; the % refers to the signal ratio; note: potency is the fitted concentration of half-maximal effect; % is set by controls: 0 for no effect and ±100 for the full control effect
#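 TR-FRET readout: Ex 340 nm, 665/545 nm emission ratio, normalized to buffer-only (basal) and MBNL1-(CUG)12 controls. Complex of MBNL1-His with Biotin-(CUG)12, compounds 92 nM–58 uM, incubated 60 min at room temperature.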
# AT treatment = potential ataxia-telangiectasia treatment; […] A-T fibroblasts, KAP-1 phosphorylation AlphaLISA; neocarzinostatin DNA damage 30 min before lysis; Potency, µM (titrated, usually from 57.5 µM), inactives show at the highest dose activation, hits mostly activators; 320,000 tested, 0.19% active; AID 485349; note: potency is the fitted concentration of half-maximal effect; % of control where 0% means no effect; nearly all actives have a fitted effect of over 45% in size
#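 ATM-like activity read as KAP-1 phosphorylation via AlphaLISA donor/acceptor antibody pairs after lysis and 6 hr at 25C. Cells were ATM-null patient fibroblasts ([…], hTERT), dosed 60 min, then exposed to the DSB inducer NCS for 30 min.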
# TSG101-PTAP inh = blocks PTAP/TSG101 interaction to inhibit HIV-1 budding; Q99816; Fluorescence polarization, FITC-PTAP peptide / Tsg101 binding; Potency, µM (titrated, usually from 115 µM), for inactives: top-dose activity change, negative = inhibition, hits mostly inhibitors; 340,000 tested, under 10 active; AID 493005; active = well fitted inhibition curve with a large enough effect in the main read-out, with a control signal flat, not every such curve was filed as active; inconclusive = small, poorly fitted or top-dose-only effect, or effect the other way, or a change in a side signal; inactive = no such curve, though single readings can be large or run the other way; note: potency is the fitted concentration of half-maximal effect; % of control where 0% means no effect
# Target sequence (Q99816 whole entry, looked up): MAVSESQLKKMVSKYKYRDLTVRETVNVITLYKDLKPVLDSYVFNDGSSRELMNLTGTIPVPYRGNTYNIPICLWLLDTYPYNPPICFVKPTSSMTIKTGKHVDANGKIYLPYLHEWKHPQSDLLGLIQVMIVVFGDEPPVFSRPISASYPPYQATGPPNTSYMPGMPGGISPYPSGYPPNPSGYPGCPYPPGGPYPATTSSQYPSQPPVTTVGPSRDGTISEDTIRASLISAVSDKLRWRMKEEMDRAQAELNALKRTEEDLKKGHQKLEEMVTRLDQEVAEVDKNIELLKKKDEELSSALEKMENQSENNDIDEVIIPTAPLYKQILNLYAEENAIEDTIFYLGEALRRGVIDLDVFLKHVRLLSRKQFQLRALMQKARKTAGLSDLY
#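 Tsg101 binding domain (10 uM final) was mixed with compound and a FITC-labeled PTAP peptide (50 nM final) in HEPES pH 7.5 buffer with NaCl, Tween 20, EDTA and TCEP; fluorescence polarization was read after 20 min at r.t.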
# MLL CXXC-DNA inh = inhibitors of human MLL CXXC domain-DNA interaction | 290,000 tested, 0.037% active | Potency, µM (highest dose often 115 µM), for the others: at the highest dose activity change, negative = inhibition, hits mostly inhibitors | MLL-CXXC / FITC-HOXA9 DNA fluorescence polarization; active = well fitted inhibition curve with a large enough effect in the polarisation, with a control signal flat, not every such curve was filed as active; inconclusive = small, poorly fitted or top-dose-only effect, or effect the other way, or a change in a side signal; inactive = no such curve, though single readings can be large or run the other way; the % refers to the polarisation; note: potency is the fitted concentration of half-maximal effect
#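 Fluorescence polarization: 7 uM MLL-CXXC (stock) preincubated 5 min with compounds, then 50 nM fluorescein-HOX-A9 DNA (stock) added; 30 min ambient. Buffer 50 mM Tris-HCl pH 7.5, 50 mM NaCl, 1 mM DTT, 0.05% BSA.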
# S-ASM inh = human S-ASM enzyme inhibition; placental ASM, HMU-PC fluorogenic substrate, 60 min; P17405; Potency, µM (series often up to 57.5 µM), for the others: at the highest dose activity change, negative = inhibition, actives largely listed as inhibitors; 340,000 tested, 0.006% active; note: potency is the fitted concentration of half-maximal effect
# Target sequence (P17405 47-631 limits assumed): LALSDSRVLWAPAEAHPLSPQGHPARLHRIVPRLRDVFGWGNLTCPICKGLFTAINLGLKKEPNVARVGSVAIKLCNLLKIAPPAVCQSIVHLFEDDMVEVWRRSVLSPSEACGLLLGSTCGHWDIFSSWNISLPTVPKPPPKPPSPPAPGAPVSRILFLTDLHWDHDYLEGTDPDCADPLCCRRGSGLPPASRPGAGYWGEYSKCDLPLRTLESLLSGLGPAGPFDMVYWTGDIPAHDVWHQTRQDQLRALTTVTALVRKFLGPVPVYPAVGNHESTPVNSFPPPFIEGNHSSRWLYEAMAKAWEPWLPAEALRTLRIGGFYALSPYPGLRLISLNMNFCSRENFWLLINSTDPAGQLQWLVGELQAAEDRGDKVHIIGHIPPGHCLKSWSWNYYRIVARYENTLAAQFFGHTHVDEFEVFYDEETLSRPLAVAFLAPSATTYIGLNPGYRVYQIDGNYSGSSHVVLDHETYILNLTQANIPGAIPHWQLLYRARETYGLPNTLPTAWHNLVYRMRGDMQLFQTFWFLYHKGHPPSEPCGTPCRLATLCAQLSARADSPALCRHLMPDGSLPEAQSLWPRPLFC
#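 qHTS format. ASM enzyme prepared from human placenta hydrolyses the fluorogenic substrate HMU-PC0 (9 uM final) over 60 min at 37 °C after a 10 min compound preincubation.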
# The depositor's hits bear a star; i = inactive; ? = inconclusive; · = no result given; [ ] = dose if it differs, or a comment. Unless noted, calls come from the whole dose curve; as a rule, active = well fitted curve in the direction sought with a large enough effect; inconclusive = small, poorly fitted or top-dose-only effect, or another doubt; inactive = no such curve, though single readings can be large; an effect the other way counts as inactive or inconclusive. Some of the compounds tested; the hit share may differ from the screen's.
# Values run as follows: Menin MLL FP TR, TCR activator, Integrin act MD, TSHR antag, Mito fusion act, MBNL1-CUG inh, AT treatment, TSG101-PTAP inh, MLL CXXC-DNA inh, S-ASM inh
COc1ccc2cc(CN(CC3CCCO3)C(=O)Nc3ccccc3OC)c(=O)[nH]c2c1 (stereo not drawn)
  -19%, -3%, -13%, -5, 0%, 7%, -4%, 0%, -4%, -3%
NC(=S)N=Nc1c(O)n(Cc2ccc(F)cc2)c2ccccc12
  ?, 8%[46.1 µM], -61%[inhibitor], -3, -12%, 13%, 1%, -3%, -4%, -5%
Cc1ccc(O)c(CCc2ccc(O)cc2)n1
  11%, -10%, ?, 7, 0%, -2%, 6%[11.5 µM], -1%, 8%, -2%
COc1ccc(CC(=O)OCC(=O)Nc2cc(Cl)ccc2C)cc1
  ·, 5%[46.1 µM], -7%, 33, ·, ·, 9%, 0%, ·, -1%
CCn1c(SCc2cccnc2)nnc1-c1c[nH]c2ccccc12
  6%, -2%, 9%, -6, -4%, -3%, 9%, -1%, 20%, -2%
Cc1nc(/N=C(\N)N(C)C)[nH]c(=O)c1C
  19%, 6%, 3%, 4, 1%, 2%, 11%, -1%, 43%[activator], -3%
COc1ccc(S(=O)(=O)N2CCOC2CNC(=O)C(=O)NCc2ccco2)cc1C (stereo not drawn)
  ·, -61%, 9%, 4, 3%, -4%, -9%, -7%, -3%, 7%
CCC1OC23CCCCC2C(C#N)(C(=N)O3)C1(C#N)C#N (stereo not drawn)
  ?, 4%, 0%, -5, 2%, ?, 3%, -3%, -13%, i
CCOC(=O)N1CCC(N2CCN(c3cc(C)ccc3C)CC2)CC1
  0%, -3%, 22%, 0, 2%, 1%, ·, -2%, 4%, 3%
CC(=O)c1ccc(N2CCN(C(=O)c3ccc4c(=O)n(-c5ccccc5)c(=O)[nH]c4c3)CC2)cc1
  2%, -3%, -40%[7.66 µM], -7, 3%, 2%, 3%, -11%, 7%, 4%
Cc1ccc2nc(SCC(=O)N(C)C3CCS(=O)(=O)C3)[nH]c2c1 (stereo not drawn)
  ·, -5%, 8%, -8, 3%, ·, -1%, -4%, ·, 0%
Cc1nc(-c2ccccc2)sc1-c1nnc(C2CC2)o1
  ·, -38%, -10%, -1, -3%, ·, 10%, 0%, 16%, 29%
Cc1ccc(C)c(N2CCN(CC(=O)Nc3ccc4[nH]c(=O)[nH]c4c3)CC2)c1
  -3%, -1%[46.1 µM], -12%, 22, 2%, -1%, -3%, -2%, 10%, 6%
O=C(CSc1nc2ccc(Nc3nc(N4CCOCC4)nc(N4CCOCC4)n3)cc2s1)N1CCOCC1
  -12%, 5%[46.1 µM], -22%, -22, 0%, -2%, 5%, 0%, 16%, -1%
N#Cc1ccc(S(=O)(=O)N2CCC(C(=O)Nc3cccc(C(=O)NC4CC4)c3)CC2)cc1
  ·, 3%, -36%, 24, -5%, ·, 1%, -2%, ·, 2%
O=C1N(Cc2ccc(F)cc2Cl)c2ccccc2C12OCCCO2
  -10%, -12%, 11%, -9, 22%, 8%, 0%, -2%, -9%, -4%
CC(C)CCNC1=CC(=O)CC(c2ccccc2)C1 (stereo not drawn)
  1%, 7%[46.1 µM], -34%, 7, -1%, -19%, 5%, -2%, -1%, -2%
CCCCNC(=O)c1ccccc1SCC(=O)NC1CCCCCCC1
  ·, 1%, -21%, 7, 1%, ·, -1%, -1%, ·, -1%
CCN(CCO)Cc1csc2ccccc12
  9%, -7%[46.1 µM], -28%, -10, -4%, -26%, -2%, -3%, -2%, 0%
O=C(CSc1nnc2ccccn12)N1CCOCC1
  2%, 14%, -11%, 4, -2%, -13%, -7%, 1%, -2%, 2%
C=CC[C@@H](CC(=O)OC(C)(C)C)C(=O)OC[C@H]1CCCN1C(=O)[C@@H](CC=C)CC(=O)N(CCO)Cc1ccccc1
  ·, -1%, -3%, 0, ·, ·, -6%, ·, ·, 2%
Cc1ccc(C(=O)NNC(=O)c2ccccc2)cc1S(=O)(=O)N1CCCCC1
  ·, -13%, 14%, -4, 1%, ·, -5%, -7%, ·, 1%
C=CCn1c(SCc2nc3ccccc3[nH]2)nnc1-c1ccccn1
  3%, -1%, 6%, 12, 8%, -9%, 0%, -4%, 1%, -9%
COc1ccc(C2SCC(=O)N2c2ccc(OC)cc2)cc1 (stereo not drawn)
  -14%, -2%, -11%, 4, 0%, -6%, -3%, -19%, 3%, 4%
CS(=O)(=O)N1CCCC(C(=O)Nc2c(F)cccc2F)C1 (stereo not drawn)
  8%, ·, 8%, 0, 3%, 0%, 8%, -1%, 6%, 1%
O=C(Cc1c(O)c2ccccc2[nH]c1=O)NCc1cccc(F)c1
  1%, ·, -11%[7.66 µM], -3, 1%, 0%, -4%, -3%, 3%, -2%
Cc1cccc(OCC(=O)Nc2nnc(-c3ccco3)s2)c1
  26%, 3%, 10%, -3, -1%, 22%, -1%, -1%, 3%, -1%
CCC(CC)C(=O)Nc1cc(=O)n(C)c(=O)n1C
  -5%, 7%, 20%, 23, 5%, 3%, 10%, -1%, -1%, 4%
COc1cc2sc(-c3ccccc3OC)c(-c3ccc(OCCN4CCCCC4)cc3)c2cc1OC
  ·, 6%, -38%, 7, ·, ·, -2%, -5%, ·, -15%
COc1cc(C(=O)NCC(=O)N/N=C(C)\C=C\c2ccccc2)cc(OC)c1OC
  0%, -3%, -41%, 6, -6%, ?, 1%, 0%, 5%, -2%
N#Cc1ccccc1S(=O)(=O)N1CCN(C(=O)C2CC(=O)N(c3ccc4c(c3)OCCO4)C2)CC1 (stereo not drawn)
  ·, -47%, 16%, ·, ·, ·, 8%, -3%, ·, 6%
Cc1ccc(C2=[N+]([O-])C3(CCCCC/C3=N\O)N(O)C2(C)C)o1 (stereo not drawn)
  -10%, 4%, 7%, 10, -5%, 6%, 1%, -1%, 14%, 7%
Cc1ccc(C)c(S(=O)(=O)N2CCC3(CC2)OCCO3)c1
  ·, -1%, 0%, -7, -1%, -3%, 17%, 5%, -7%, -2%
CCCCCCOC(=O)C1=C(C)NC(=O)NC1c1ccc(O)cc1 (stereo not drawn)
  2%, -11%, -9%, -10, 4%, -13%, 2%, -3%, -6%, 4%
COCCCN1C(=O)c2ccc(C(=O)Nc3ccccc3Cl)cc2C1=O
  ?, -4%, 6%, -1, 2%, ?, 5%, -8%, 0%, 2%
Cn1c(-n2c(-c3ccco3)nc3ccccc3c2=O)nc2ccccc21
  3%, 4%, -28%, -5, -1%, 3%, 3%, -5%, 2%, -7%
NC(=O)Nc1ccc(C(=O)OCC(=O)Nc2cccc(S(=O)(=O)NC3=NCCCCC3)c2)cc1
  ·, -2%, ?, 14, 1%, -21%, 20%, -1%, -15%, 5%
CCOC(=O)[C@H]1[C@H]2COc3ccc(Br)cc3[C@@H]2N2C(=O)CN(CC3CCCO3)C(=O)[C@@]12C (stereo partly drawn)
  ·, 5%, 0%, -2, -4%, ·, -3%, 0%, ·, 3%
CC(OC(=O)c1cc(=O)[nH]c2ccccc12)C(=O)Nc1ccc(Cl)cn1 (stereo not drawn)
  ·, 6%, 24%, -1, -5%, ·, -2%, 0%, ·, 3%
Cc1cccc(OC(=O)CCN2C(=O)C3C4C=CC(C5CC45)C3C2=O)c1C (stereo not drawn)
  ?, 7%, -2%, -1, -5%, -2%, 0%, -4%, 27%, -1%
C=CC(=O)NCCCc1cc(C(C)(C)C)c(O)c(C(C)(C)C)c1
  -5%, 1%[46.1 µM], -8%, -16, 14%, -8%, -3%, -4%, -3%, -3%
CCOC(=O)N1CCN(c2ncnc3c2oc2nc(C(C)C)c4c(c23)CCC4)CC1
  ?, 4%, 0%, 37, 5%, 3%, 0%, -6%, 12%, -10%
Cc1ccc(Nc2nc(-c3sc(NC(=O)c4ccc([N+](=O)[O-])cc4)nc3C)cs2)cc1
  ?, ·, ·, 12, -2%, 16%, 0%, ·, 5%, ·
Cc1ccc(OC(=O)c2ccccc2C(=O)OCC(F)(F)C(F)F)cc1
  ?, 0%, 10%, -39, -3%, 3%, ·, -3%, -4%, -3%
CCOC(=O)Cn1c(=N)n(CCOc2cccc(C)c2)c2ccccc21
  -13%, -22%, 0%, 10, -5%, -2%, -9%, -1%, ?, -2%
Nc1nc(SCn2nnc3ccccc3c2=O)n[nH]1
  -6%, 3%, -21%, -2, -1%, 3%, 6%, -3%, -1%, 2%
CCOC(=O)/C(=N\Nc1ccc(Br)cc1)N1CC(C)OC(C)C1 (stereo not drawn)
  ·, 4%, -8%, -7, ?, -10%, 25µM*, -1%, -2%, -6%
